CCHFV vOTU inh – CCHFV vOTU protease inhibitors, primary screen, biochemical, Pep-AMC substrate, fluorescence. inhibition, % at 11.5 µM. Crimean-Congo hemorrhagic fever virus L polyprotein viral ovarian tumor (vOTU) protease …. AID 651958, 2012. 370,000 tested, 0.55% active; further: 0% = vehicle wells with enzyme and 100% = no enzyme wells
FadD28 FP inh – inhibitors of FadD28 bisubstrate probe binding, primary screen, biochemical, fluorescence polarization, single point; inhibition, % at 12.5 µM; Mycobacterium tuberculosis FadD28 fatty-acid-AMP ligase; 360,000 tested, 0.22% active; in the data active means inhibition above about 8.5%, passing the limit was not always enough; inconclusive means no clear call, values can overlap the other calls
Mtb BioA inh – M. tuberculosis BioA enzyme inhibitors, primary screen, biochemical, plate reader, single point, HTS | 7,8-diaminopelargonic acid synthase BioA (Mycobacterium tuberculosis) | purified M. tuberculosis BioA enzyme | inhibition, % at 9.99 µM | 360,000 tested, 0.096% active | AID 602481, 2012; in the data active means inhibition above about 40%; inconclusive means no clear call, values can overlap the other calls
UGM FP inh – M. tuberculosis UGM enzyme inhibitors, primary screen, biochemical, fluorescence polarization, single point | purified UGM, fluorescence polarization probe displacement | inhibition, % at 10 µM | 320,000 tested, 0.06% active; in the data active means inhibition above about 10%, passing the limit was not always enough; inconclusive means no clear call, values can overlap the other calls
Target sequence (P9WIQ1 whole entry, looked up): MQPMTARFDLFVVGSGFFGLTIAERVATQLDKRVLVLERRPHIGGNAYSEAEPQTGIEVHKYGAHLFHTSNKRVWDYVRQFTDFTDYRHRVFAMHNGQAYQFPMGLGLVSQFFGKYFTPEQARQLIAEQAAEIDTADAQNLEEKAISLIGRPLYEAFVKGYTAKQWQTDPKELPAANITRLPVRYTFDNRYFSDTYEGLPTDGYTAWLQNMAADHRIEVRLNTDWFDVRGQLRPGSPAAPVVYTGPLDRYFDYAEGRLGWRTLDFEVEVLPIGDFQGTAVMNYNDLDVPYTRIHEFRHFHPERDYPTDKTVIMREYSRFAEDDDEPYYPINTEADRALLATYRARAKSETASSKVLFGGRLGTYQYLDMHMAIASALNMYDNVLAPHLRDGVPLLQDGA
PrPC TRFRET – inhibitors of human cell surface prion protein PrPC, primary screen, cell-based, TR-FRET; Major prion protein (Homo sapiens), P04156; TR-FRET read-out; 370,000 tested, 0.43% active; inhibition, % at 13.8 µM; in the data active means inhibition above about 24%; further: 0% = median of the test wells and 100% = reference compound wells
Mtb FBA inh – Mtb FBA enzyme inhibitors, primary screen, biochemical, fluorescence, strain H37Rv; Fructose-bisphosphate aldolase (Mycobacterium tuberculosis (strain ATCC 25618 / H37Rv)), …; inhibition, % at 1 µM; purified M. tuberculosis FBA, fluorescence read-out; 360,000 tested, 2.3% active; in the data active means inhibition above about 27%;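 further: 0% = vehicle and 100% = reference inhibitor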
Target sequence (P9WQA3 whole entry, looked up): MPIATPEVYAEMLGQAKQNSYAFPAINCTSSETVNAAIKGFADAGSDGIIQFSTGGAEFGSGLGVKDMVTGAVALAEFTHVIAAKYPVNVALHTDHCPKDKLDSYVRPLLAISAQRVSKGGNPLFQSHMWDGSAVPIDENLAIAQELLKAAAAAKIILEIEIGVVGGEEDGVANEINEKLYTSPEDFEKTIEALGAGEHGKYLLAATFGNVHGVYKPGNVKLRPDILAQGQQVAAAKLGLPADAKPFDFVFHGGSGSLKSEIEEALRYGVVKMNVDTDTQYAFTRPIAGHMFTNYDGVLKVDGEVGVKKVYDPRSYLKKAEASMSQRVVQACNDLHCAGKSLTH
BoNT A protease – BoNT/A light chain protease inhibitors, primary screen, biochemical, flow cytometry, MLPCN library; multiplex microsphere protease substrate cleavage; 360,000 tested, 0.17% active; inhibition, % at 10 µM; Botulinum neurotoxin type A light chain protease (Clostridium botulinum A str. ATCC 3502); AID 588499, 2011; in the data active means inhibition above about 30%; inconclusive means no clear call, values can overlap the other calls; further: plate controls were buffer without enzyme for full effect and enzyme alone for no effect
GDH-TPI inh – GDH-TPI coupling enzyme inhibitors, primary screen, artefact control for M. tuberculosis FBA inhibitor project, biochemical, absorbance, full deck | GDH-TPI coupled enzyme counterscreen, NADH absorbance | inhibition, % at 4.8 µM | 360,000 tested, 1.2% active | AID 588335, 2011;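 further: 0% = DMSO wells and 100% = wells lacking the enzyme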
BoNT F protease – BoNT/F light chain protease inhibitors, primary screen, biochemical, flow cytometry, MLPCN library; 360,000 tested, 0.22% active; Botulinum neurotoxin type F light chain protease (Clostridium botulinum); inhibition, % at 10 µM; Multiplex microsphere protease cleavage assay; in the data active means inhibition above about 35%, passing the limit was not always enough; inconclusive means no clear call, values can overlap the other calls; further: plate controls were buffer without enzyme for full effect and enzyme alone for no effect
* marks the source's active call; other numbers are inactive results; ? = inconclusive; . = not tested or not shown; & = joins results of further samples. Unless noted, no stated cut-off is given here; in the data, active means inhibition above about 30%; inactive means the rest.

SMILES	CCHFV vOTU inh	FadD28 FP inh	Mtb BioA inh	UGM FP inh	PrPC TRFRET	Mtb FBA inh	BoNT A protease	GDH-TPI inh	BoNT F protease
CN(C)CCn1c(=O)n(-c2ccc(F)cc2)c(=O)c2c3c(sc21)CCCCC3	-5.1	-2.6	.	2.6	6.6	0.7	?	-1.1	?
CSc1ccc(CN2CCN(C(=O)CC(C)C)CC2)cc1	14.7	1.6	0.3	2.3	-7.0	0.8	.	-8.6	.
C[C@H]1CN([C@@H](C)CO)C(=O)CCCn2nncc2CO[C@H]1CN(C)S(=O)(=O)c1cccc(C#N)c1	10.6	-1.9	-0.4&-1.9	.	7.6	-3.4	-0.5	3.1	-3.6
O=C(c1cn(-c2ccccc2)nc1-c1cccs1)N1CCN(c2ccccn2)CC1	-2.2	1.3	1.4	2.5	5.8	0.6	0.0	8.0	-12.9
CCOc1cc(NC(=O)c2ccco2)c(OCC)cc1NC(=O)c1cc(OC)c(OC)c(OC)c1	-7.2	0.3	-1.8	-3.1	-3.2	2.9	0.5	15.9	-3.1
O=C(Cc1cccc(NC(=O)C2CCN(C(=O)C3CCCC3)CC2)c1)Nc1cccc(C(=O)N2CCOCC2)c1	-11.6	-0.9	1.4	.	-2.8	0.2	-0.1	-2.1	5.2
CN1/C(=C\C(=O)c2cccc([N+](=O)[O-])c2)Sc2ccccc21	11.3	-3.4	1.2	-0.4	-6.9	-0.5	1.1	-8.8	0.5
O=C(NCC1CCCN1S(=O)(=O)c1cccs1)c1cccc(F)c1 (stereo not drawn)	-3.9	-0.1	.	-0.4	1.7	1.6	.	3.9	.
CC(C)CCn1c(CN2CCN(Cc3ccccc3)CC2)nc2c1c(=O)[nH]c(=O)n2C	3.3	-0.1	-3.0	-1.1	-3.5	4.4	-0.6	9.0	-1.4
OC(CSc1c(Cl)cccc1Cl)CN1CCN(c2ccccc2F)CC1 (stereo not drawn)	12.5	-0.5	-1.2	2.5	-1.8	-0.3	-0.5	1.9	-5.5
O=C(Nc1ccc2nc(-c3ccco3)c(-c3ccco3)nc2c1)NC1CC1	.	?	-0.3	.	.	0.8	18.4	13.6	-62.4
CC(C)C1S/C(=N/N=C/c2ccco2)NC1=O (stereo not drawn)	-1.1	-3.9	-0.3	0.2	1.4	-4.4	-0.9	57.4*	-6.7
CCCCN(CC)C(=O)c1cc2cc3ccc(OC)cc3nc2o1	-63.3	-2.4	-1.0	0.8	-26.0	40.7*	-1.3	34.3*	-13.9
Cc1ccc(S(=O)(=O)N(C)C[C@H]2Oc3cc(C#Cc4ccccc4)ccc3S(=O)(=O)N([C@H](C)CO)C[C@@H]2C)cc1	9.4	0.7	-0.4&0.1&-1.3	.	2.8	0.7	0.4	10.4	-1.8
Cc1ccc(C)c(S(=O)(=O)N(C)C2CCS(=O)(=O)C2)c1 (stereo not drawn)	-7.6	-2.5	0.8	0.8	1.9	0.2	-1.8	4.3	1.1
CCn1nc(C)c(/C=N/NC(=O)Cn2nnnc2N)c1C	-14.3	-4.8	-1.2	2.5	-9.9	-0.1	-1.5	13.3	-15.0
CC(C)(C)NC(=O)C(OC(=O)c1cccs1)c1ccc(C#N)cc1 (stereo not drawn)	-9.5	1.0	-1.6	-0.6	3.0	-4.0	-0.3	8.5	-0.4
CC(C)c1ccc(N(C(=O)c2csnn2)C(C(=O)NC(C)(C)C)c2cccnc2)cc1 (stereo not drawn)	-5.3	-1.5	.	0.5	10.0	4.1	-0.3	-3.8	-1.2
CC(=O)Nc1cc(-c2ccc(N3CCN(C)CC3)cc2)cn2c(-c3ccccc3)cnc12	-4.7	-0.5	-5.3	.	1.8	0.7	0.2	11.6	-1.9
NS(=O)(=O)c1ccc(CNC(=S)NC2CCCCC2)cc1	0.5	-3.6	3.1	3.9	2.1	-0.5	-1.3	-15.0	-10.5

Individual results from the list.
Under PrPC TRFRET, `CCCCN(CC)C(=O)c1cc2cc3ccc(OC)cc3nc2o1` is listed with -26.0
Under CCHFV vOTU inh, `CN(C)CCn1c(=O)n(-c2ccc(F)cc2)c(=O)c2c3c(sc21)CCCCC3` is listed with -5.1
Under Mtb FBA inh, `CCn1nc(C)c(/C=N/NC(=O)Cn2nnnc2N)c1C` is listed with -0.1
Under BoNT A protease, `CC(C)c1ccc(N(C(=O)c2csnn2)C(C(=O)NC(C)(C)C)c2cccnc2)cc1` (stereo not drawn) is listed with -0.3
Under Mtb FBA inh, `OC(CSc1c(Cl)cccc1Cl)CN1CCN(c2ccccc2F)CC1` (stereo not drawn) is listed with -0.3
Under UGM FP inh, `CC(C)(C)NC(=O)C(OC(=O)c1cccs1)c1ccc(C#N)cc1` (stereo not drawn) is listed with -0.6

Back to the main list, starting 2 compounds before the break.
SMILES	CCHFV vOTU inh	FadD28 FP inh	Mtb BioA inh	UGM FP inh	PrPC TRFRET	Mtb FBA inh	BoNT A protease	GDH-TPI inh	BoNT F protease
CC(=O)Nc1cc(-c2ccc(N3CCN(C)CC3)cc2)cn2c(-c3ccccc3)cnc12	-4.7	-0.5	-5.3	.	1.8	0.7	0.2	11.6	-1.9
NS(=O)(=O)c1ccc(CNC(=S)NC2CCCCC2)cc1	0.5	-3.6	3.1	3.9	2.1	-0.5	-1.3	-15.0	-10.5
COc1cc(OC)c(C(=O)N(CCc2ccccc2)Cc2ccccc2)cc1OC	20.6	-2.2	-1.4	3.6	0.8	-0.6	8.2	0.0	11.9
Cc1ccc(CN2C(=O)CCC2C(=O)NCc2ccccc2Cl)cc1 (stereo not drawn)	5.7	-2.0	.	-1.9	6.2	-0.4	-0.4	-2.0	-1.3
Cc1cc(/C=c2\sc3nc4ccccc4n3c2=O)c(C)n1-c1ccc(C(=O)O)cc1	6.0	4.0	.	.	-7.0	-8.2	-0.6	-1.6	-6.0
O=C(Nc1ccccc1)c1ccc2c(c1)CCN2S(=O)(=O)c1ccccc1	-2.1	-2.3	0.2	1.1	0.5	-2.9	-1.9	6.0	-3.3
O=C(COc1ccc(Cl)cc1)N1CCN(S(=O)(=O)c2ccc(Cl)cc2)CC1	9.8	0.3	-1.9	-2.3	-3.5	6.0	0.2	4.0	5.8
Clc1ccc(C=Cc2ccccn2)cc1	3.4	-1.0	0.1	.	-5.1	-1.1	0.2	17.5	0.2
CCCN(CC(=O)Nc1ccccc1C)C(=O)c1ccc(N2CCOCC2)c([N+](=O)[O-])c1	18.2	-3.4	-1.1	-1.4	-8.4	-5.4	-0.3	-0.7	-2.7
Cc1cc(C(F)F)n2ncc(C(=O)NCCc3ccccc3Cl)c2n1	11.3	-1.4	6.6	-0.7	10.2	1.6	-0.3	1.0	10.7
O=C(COc1ccc([N+](=O)[O-])cc1Cl)Nc1ccc2[nH]c(=O)[nH]c2c1	0.9	-3.9	-0.5	-5.6	-20.2	-1.1	-0.2	10.8	-6.6
O=C(O)c1cc(-c2ccc(Cl)s2)nc2ccccc12	-160.7	-7.9	.	2.7	10.6	159.4*	0.2	8.2	-3.6
Cc1ccc2oc(C(=O)N(Cc3ccncc3)CC3CCCO3)c(C)c2c1 (stereo not drawn)	-2.8	-1.6	-0.6	3.0	1.7	-0.6	0.2	7.5	-4.5
CCOC(=O)C(C)Sc1nc(-c2ccco2)cc(C(F)(F)F)c1C#N (stereo not drawn)	-37.8	-2.8	0.0	-1.8	33.0*	29.1*	3.1	2.8	5.4
NC(=O)CSc1oc(-c2ccc(F)cc2)nc1S(=O)(=O)c1ccccc1	0.8	-1.6	-0.1	1.7	-0.5	62.0*	-0.1	8.9	0.7
Cc1ccc(S(=O)(=O)Nc2cccc(C(=O)NCC(c3ccc(F)cc3)N3CCOCC3)c2)cc1 (stereo not drawn)	5.4	-3.4	0.5	0.1	2.5	0.7	-6.2	-7.3	-20.2
COc1ccc(C(=O)NCC(=O)N2CCN(C(=O)c3ccco3)CC2)cc1[N+](=O)[O-]	7.0	0.4	0.2	10.9*	-7.6	3.4	-0.4	11.6	0.4
N#CC(=C=[N-])c1nc2ccccc2nc1-[n+]1ccccc1	2.4&0.8	1.2&-1.4	.	2.9&1.2	-25.5&-26.3	-7.9&-5.2	-0.1&0.2	10.3&4.6	-3.7&1.9
Cc1onc(-c2ccccc2Cl)c1C(=O)Nc1sc2c(c1C(N)=O)CCC(C)C2 (stereo not drawn)	25.5	-5.9	0.2	-0.1	-0.4	1.6	-0.3	1.8	-3.7
O=C(Nc1ccccc1)c1cc(C2COCCN2C(=O)c2cccs2)on1 (stereo not drawn)	13.0	1.2	0.4	.	0.8	1.3	-0.3	11.9	2.1
CCn1c(SCc2nc3ccccc3c(=O)[nH]2)nnc1C(C)NC(=O)c1ccccc1F (stereo not drawn)	-15.4	-0.9	.	2.0	-6.8	5.5	1.2	2.5	-6.9
Cc1csc(NC(=O)c2cccs2)n1	16.8	0.7	-1.6	1.2	11.0	-1.6	-0.2	21.6	-26.7
CCC(C)(C(=O)NC1CCCC1)N(Cc1ccco1)C(=O)c1ccc2c(c1)OCO2 (stereo not drawn)	-0.9	-2.4	2.5	-0.4	-3.0	0.3	-2.4	-3.8	-1.2
O=C1CSc2ccc(C(=O)NCCC3=CCCCC3)cc2N1	2.6	-3.0	0.7	0.4	12.9	-0.1	?	9.6	2.3
O=C(N/N=C1/CC2C=CCC12)c1cccs1 (stereo not drawn)	-10.0	-2.2	3.2	.	2.5	-2.4	-1.8	2.4	-6.0
CC1CCN(CCOc2cccc(Br)c2)CC1	-3.4	0.6	-2.4	1.5	10.9	0.0	0.0	4.4	-4.8
C[C@H](O)[C@@H]1CN2CCc3c([nH]c4ccccc34)[C@@H]2C[C@@H]1N(C)C(=O)c1ccco1	-8.3	-3.0	1.3	.	-14.6	-1.2	3.0	.	7.3
Cc1cc(C(=O)Nc2ccc3c(c2)OCCO3)co1	15.7	0.7	11.8	1.1	1.6	-1.7	0.6	-1.1	-5.0
CCc1ccc(NS(=O)(=O)c2cc3c4c(c2)CCN4C(=O)CC3)cc1	-8.2	-4.6	0.9	-1.5	7.1	-0.2	-0.8	-1.0	-4.1
NC(=O)CC(NC(=O)c1ccc(Br)cc1)c1ccc(NC2CCCCC2)c([N+](=O)[O-])c1 (stereo not drawn)	24.7	-1.3	0.5	-0.9	-0.8	-0.1	0.1	9.7	-1.3
CC(=O)c1cccc(S(=O)(=O)N2CCC(C(=O)NC3CCCC3)CC2)c1	-6.6	1.5	-1.9	.	4.9	2.4	-0.3	-0.3	2.5
CCCCCNC(=O)CC1Nc2c3ccccc3nc(=S)n2C1=O (stereo not drawn)	6.0	1.1	-0.4	0.0	2.7	-0.8	2.0	6.8	-3.3
CC1CCCC(C)N1C(=O)COC(=O)CNC(=O)c1ccccc1F (stereo not drawn)	-9.3	-1.0	1.0	-2.0	-3.0	1.8	.	-5.3	.

Random excerpt: two records from the list.
SMILES	CCHFV vOTU inh	FadD28 FP inh	Mtb BioA inh	UGM FP inh	PrPC TRFRET	Mtb FBA inh	BoNT A protease	GDH-TPI inh	BoNT F protease
CCCCCNC(=O)CC1Nc2c3ccccc3nc(=S)n2C1=O (stereo not drawn)	6.0	1.1	-0.4	0.0	2.7	-0.8	2.0	6.8	-3.3
Cc1cc(C(=O)Nc2ccc3c(c2)OCCO3)co1	15.7	0.7	11.8	1.1	1.6	-1.7	0.6	-1.1	-5.0
